IL-2 act: qHTS of IL-2 Activators | activation, % (series mostly up to about 46 µM) | 360,000 tested, 0.065% active | IL-2 activation reporter assay, cell-based qHTS; stimulated with anti-CD3/CD4/CD28 beads; in transgenic mouse T cells; in the data active means activation above about 50%; inconclusive means mostly about 30% to 49%; further: 0% is about no effect
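Using fluorescent plate cytometry, EGFP and DsRed are detected in transgenic mouse T cells stimulated 18 h at 37 degrees C with antibody-coated beads after 60 min compound pretreatment.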
EPAC1 ag: qHTS for Agonist of cAMP-regulated guanine nucleotide exchange factor 3 (EPAC1): primary screen; 360,000 tested, 0.073% active; AID 720707, 2013; Rap guanine nucleotide exchange factor 3 (Homo sapiens), O95398; EPAC1 agonist qHTS, biochemical assay; response scale: 100% = response to 6.5 mM cAMP; Potency, µM (series often up to 154 µM), inactives show at the highest dose activation, actives largely listed as activators; further: potency means the concentration at half of the fitted maximal effect; nearly all actives have a fitted effect of over 60% in size
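Read-out is the fluorescence drop as BODIPY-GDP leaves Rap1B (480 nm excitation, 540 nm emission), recorded every 5 minutes over 30 minutes. Reactions held 100 nM EPAC1, 250 nM Rap1B–BODIPY-GDP and 50 uM GDP, with 6.5 mM cAMP setting full activation.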
Abeta yeast res: qHTS for compounds that reverse cellular toxicity of Amyloid beta (A-beta) peptide in yeast: Primary Screen; yeast expressing A-beta42, growth rescue, OD600, 48 h; response scale: 0% DMSO, 100% iron-clioquinol control; Potency, µM (titrated, usually from 46.1 µM), inactives show top-dose growth rescue, hits mostly activators; 410,000 tested, 0.063% active; AID 1347071, 2019; further: potency means the concentration at half of the fitted maximal effect; nearly all actives have a fitted effect of over 55% in size
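Yeast growth medium received pinned compounds, then yeast cells expressing toxic A-beta were added; plates incubated at 30 C for 48 hr. Growth read as absorbance at 600 nm, normalized to DMSO and equimolar FeCl3 plus clioquinol controls.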
EPAC1 antag: qHTS for Antagonist of cAMP-regulated guanine nucleotide exchange factor 3 (EPAC1): primary screen. Rap guanine nucleotide exchange factor 3 (Homo sapiens), O95398. EPAC1 GEF assay, Rap1b-BODIPY-GDP exchange fluorescence. Potency, µM (series often up to 115 µM), for the others: at the highest dose activity change, negative = inhibition, most hits filed as inhibitors. 360,000 tested, 0.14% active. AID 720709, 2013;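 further: potency means the concentration at half of the fitted maximal effect; plate controls were vehicle for no effect and positive control for full effect; nearly all actives have a fitted effect of over 50% in size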
WRN inhibitor: qHTS for Inhibitors of WRN Helicase; Bifunctional 3'-5' exonuclease/ATP-dependent helicase WRN (Homo sapiens), Q14191; WRN helicase unwinding, fluorescent forked duplex, kinetic; Potency, µM (series often up to 114 µM), inactives show at the top dose activity change, negative = inhibition, most hits filed as inhibitors; 360,000 tested, 0.46% active; further: potency means the concentration at half of the fitted maximal effect; on the % scale 0 is the no-effect control and ±100 the full control effect; nearly all actives have a fitted effect of over 55% in size
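WRN at 20 nM final preincubated with compound 15 min at room temperature; reaction started with 100 nM fluorophore/quencher forked duplex oligonucleotide and 2 mM ATP final. Unwinding followed kinetically by red fluorescence (ex 525, em 598 nm).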
PI5P4K alpha inh: qHTS for Inhibitors of phosphatidylinositol 5-phosphate 4-kinase (PI5P4K). Phosphatidylinositol 5-phosphate 4-kinase type-2 alpha (Homo sapiens), P48426. PI5P4Kalpha enzyme, ADP-Glo luminescence, 60 min; hits give low values. max response, %. 330,000 tested, 1.2% active; active means max response of -50% or lower; inconclusive means between -30% and -50%; inactive means -30% or higher; further: value at the top dose of about 77 µM; on the % scale 0 is the no-effect control and ±100 the full control effect
Target sequence (P48426 whole entry, looked up): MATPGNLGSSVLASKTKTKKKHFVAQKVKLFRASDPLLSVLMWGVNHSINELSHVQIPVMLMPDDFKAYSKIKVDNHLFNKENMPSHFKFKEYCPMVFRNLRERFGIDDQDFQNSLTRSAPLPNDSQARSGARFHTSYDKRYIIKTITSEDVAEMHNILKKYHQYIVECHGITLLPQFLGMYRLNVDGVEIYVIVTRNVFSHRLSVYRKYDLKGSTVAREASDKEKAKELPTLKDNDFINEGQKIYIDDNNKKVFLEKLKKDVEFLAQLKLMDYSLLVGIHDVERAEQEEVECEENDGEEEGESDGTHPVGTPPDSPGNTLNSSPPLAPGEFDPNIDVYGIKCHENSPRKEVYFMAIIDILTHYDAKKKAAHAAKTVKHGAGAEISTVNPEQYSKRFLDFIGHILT
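Enzyme plus substrate dispensed, test compounds pinned in, then ATP (5 microM final) added. After 60 min at RT, ADP-Glo reagent 1 for 45 min and reagent 2 for 30 min preceded luminescence imaging.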
PLK1 PBD block: qHTS for Inhibitors of PLK1-PDB (polo-like kinase 1 - polo-box domain): Primary Screen; Serine/threonine-protein kinase PLK1 (Homo sapiens), P53350; Plk1 PBD binding of FITC phosphopeptide, fluorescence polarization; Potency, µM, without a hit: max response, negative = inhibition, hits mostly inhibitors; 360,000 tested, 2.8% active; further: potency means the concentration at half of the fitted maximal effect; series mostly up to about 57 µM; on the % scale 0 is the no-effect control and ±100 the full control effect; nearly all actives have a fitted effect of over 65% in size
Target sequence (P53350 whole entry, looked up, the tested form may be a part): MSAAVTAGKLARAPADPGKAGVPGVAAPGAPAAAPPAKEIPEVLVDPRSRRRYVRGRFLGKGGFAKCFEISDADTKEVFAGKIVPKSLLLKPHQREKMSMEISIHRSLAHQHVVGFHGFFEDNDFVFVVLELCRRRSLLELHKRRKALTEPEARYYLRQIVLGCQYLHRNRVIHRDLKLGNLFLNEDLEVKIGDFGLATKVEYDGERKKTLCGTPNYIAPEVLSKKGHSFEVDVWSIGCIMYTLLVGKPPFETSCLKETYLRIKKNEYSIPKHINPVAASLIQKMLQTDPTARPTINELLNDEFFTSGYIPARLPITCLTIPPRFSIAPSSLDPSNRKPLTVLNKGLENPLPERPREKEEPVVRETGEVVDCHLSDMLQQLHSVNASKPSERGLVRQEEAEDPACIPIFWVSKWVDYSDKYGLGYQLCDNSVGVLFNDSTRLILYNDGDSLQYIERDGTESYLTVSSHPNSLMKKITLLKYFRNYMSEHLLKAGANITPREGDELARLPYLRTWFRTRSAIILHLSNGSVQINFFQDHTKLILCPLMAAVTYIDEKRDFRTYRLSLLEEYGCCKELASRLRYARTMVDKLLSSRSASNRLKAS
FUS suppressor: qHTS for Suppressors of FUS Proteinopathy: Primary screen using FUS-linked yeast assay; S. cerevisiae FUS-expressing, growth rescue, OD600, 24 h; Potency, µM (titrated, usually from 76.6 µM), for the others: at the highest dose growth rescue (activation), most hits filed as activators; 390,000 tested, 0.24% active; AID 1347120, 2019;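 further: potency means the concentration at half of the fitted maximal effect; plate controls were DMSO vehicle for no effect and reference control for full effect; nearly all actives have a fitted effect of over 55% in size; some results filed as inactive show a strong effect at the top dose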
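Quantitative HTS measuring growth restoration of FUS-toxic yeast. Galactose-induced cells (OD 0.005) were exposed 24hr at 30C to compounds at several concentrations, then absorbance at 600 nm was recorded.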
aSyn rescue: qHTS of alpha-syn Inhibitors; Yeast expressing alpha-synuclein, growth rescue, BacTiter-Glo, 24 h; Potency, µM (series often up to 46.1 µM), inactives show at the highest dose growth rescue (activation), actives largely listed as activators; 370,000 tested, 0.14% active; AID 652106, 2013; further: potency means the concentration at half of the fitted maximal effect; % of control where 0% means no effect; nearly all actives have a fitted effect of over 65% in size
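Screening used galactose-induced yeast with toxic alpha-synuclein levels, exposed to compound for 24 hr at 30 deg C. Cell growth, read with BacTiter-Glo luminescence, gave the measured signal.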
* = called active by the depositor; ? = inconclusive; . = not tested or not shown; [ ] = dose if it differs, or a comment. Unless noted, the call rests on the fitted dose curve; in most records, active means well fitted curve in the direction sought with a large enough effect; inconclusive means small, poorly fitted or top-dose-only effect, or another doubt; inactive means no such curve, though single readings can be large; an effect the other way counts as inactive or inconclusive.

(1) Cc1cccc(OCc2ccc(C(=O)Nc3ccc(F)cc3)cc2)c1
(2) COc1ccc([N+](=O)[O-])cc1/C=N/NC(=O)CNC(=O)C(c1ccccc1)c1ccccc1
(3) O=C(NN=C1C2CC3CC(C2)CC1C3)c1ccncc1
(4) Nc1c(Cl)cc(Cl)cc1C(=O)OCC(=O)N1CCCC1
(5) COc1ccc(NC(=O)CSC2=C(C#N)C(c3ccco3)C(C(=O)Nc3nc4ccccc4s3)=C(C)N2)cc1 (stereo not drawn)
(6) C=C1C(=O)[C@]23C[C@H]1CC[C@H]2[C@]1(C)[C@@H](OC(C)=O)CC[C@@](C)(C(=O)O)[C@H]1C[C@@H]3OC(C)=O
(7) O=C(CCn1c(=O)oc2ccccc21)N1CCc2ccccc21
(8) COc1ccc(C(CNC(=O)Nc2cccc(C)c2)N2CCN(C)CC2)cc1 (stereo not drawn)

assay / entry,1,2,3,4,5,6,7,8
IL-2 act,-0.2,-4.1,0.1,-2.2,0.5,-0.7,-3.3,-2.6
EPAC1 ag,-2%,2%,5%,5%,0%,-16%,0%,3%
Abeta yeast res,3%,-7%,3%,-3%,7%,-6%,-19%,12%
EPAC1 antag,-10%,6%,-6%,2%,-7%,-18%,7%,18%
WRN inhibitor,4%,-16%,-7%,3%,-4%,-12%,-5%,0%[57.1 µM]
PI5P4K alpha inh,0,2,1,.,4,-11,.,11
PLK1 PBD block,-3%,-2%,-1%,-2%,-3%,-10%,-4%,-10%
FUS suppressor,.,.,6%,-16%,26%,-17%,26%,33%
aSyn rescue,-1%,6%,?,0%,-4%,-5%,-9%,-2%

(9) Cc1ccc(NC(=O)Nc2nc3ccccc3s2)cc1NC(=O)Nc1nc2ccccc2s1
(10) Cc1c(-c2ccc(Cl)cc2)oc(=O)c2c(N)n(-c3ccccc3)nc12
(11) CC(=O)c1cnc2nc(C)nn2c1C
(12) CC(=O)c1c(C)[nH]c(C(=O)Nc2cccc(S(=O)(=O)N(C)C)c2)c1C
(13) Nc1nc(Nc2ccccc2)nc2ccccc12
(14) CCOC(=O)c1ccc[n+](CC(=O)c2ccc(OC)cc2)c1
(15) CCN(C(=O)C1CCCN(c2nc(-c3ccc(OC)cc3)no2)C1)c1ccc(OC)cc1 (stereo not drawn)
(16) CCOC(=O)c1c(-c2ccccc2)csc1NC(=O)/C(C#N)=C\c1ccc(O)c(OC)c1

assay / entry,9,10,11,12,13,14,15,16
IL-2 act,-2.0,0.6,-2.4,-3.7,-0.5,-3.3,-2.9,-1.1
EPAC1 ag,9%,3%,3%,2%,7%,0%,15%,-4%
Abeta yeast res,8%,2%,-14%,-15%,-51%[inhibitor],3%,-63%[inhibitor],-1%
EPAC1 antag,-10%,0%,1%,4%,4%,-21%,-18%,-11%
WRN inhibitor,0%,-32%,-3%,-3%,0%,4%,-3%,-29%
PI5P4K alpha inh,?,15,2,-4,-22,1,5,?
PLK1 PBD block,-12%,-6%,1%,3%,-8%,-6%,0%,14%
FUS suppressor,-22%,.,12%,0%,-13%,.,?,13%
aSyn rescue,6%,0%,-14%,-3%,-37%[inhibitor],0%,-14%,9%

(17) CC1CCCC(C)N1C(=O)COC(=O)C1CCN(S(=O)(=O)c2ccc3c(c2)OCCO3)CC1 (stereo not drawn)
(18) CC(Oc1ccc(F)cc1)c1ccnc2nc(/N=C/N(C)C)nn12 (stereo not drawn)
(19) CCOC(=O)C1CCCN(C(=O)c2ccc(C)cc2O)C1 (stereo not drawn)
(20) Cc1cc(C)cc(N(CC(=O)NC2CCCC2)C(=O)C2(C)CC(=O)N=C3C=CC=CN32)c1 (stereo not drawn)
(21) C=CCC1(O)C(=O)N2C(=C1C(=O)OCC)c1ccc3ccccc3c1CC2(C)C (stereo not drawn)
(22) Cc1nnc(SC(C)C(=O)Nc2ccc(Cl)cn2)n1Cc1ccccc1 (stereo not drawn)
(23) COc1ccc(N2CC(C(=O)Nc3nnc(SCC(=O)NC(C)(C)C)s3)CC2=O)cc1 (stereo not drawn)
(24) Cc1onc(-c2c(Cl)cccc2Cl)c1C(O)c1ccc(F)cc1 (stereo not drawn)

assay / entry,17,18,19,20,21,22,23,24
IL-2 act,0.8,1.0,-2.6,0.9,-1.2,-0.7,1.1,-1.6
EPAC1 ag,16%,6%,6%,2%,-7%,-21%,3%,-9%
Abeta yeast res,-6%,4%,24%,0%,2%,-20%,2%,12%
EPAC1 antag,-12%,-16%,0%,-18%,?,-3%,3%,-30%
WRN inhibitor,8%[11.6 µM],4%,-7%,2%,4%,-19%[57.1 µM],3%,-2%
PI5P4K alpha inh,0,-3,.,-7,-6,.,-2,-3
PLK1 PBD block,-3%,-15%,-6%,7%,3%,-9%,-15%,5%
FUS suppressor,30%,19%,21%,-38%,8%,8%,-4%,13%
aSyn rescue,-1%,-1%,0%,0%,0%,11%,-5%,?

(25) CS(=O)(=O)c1cccc(C(=O)Nc2ccccc2Cc2ccccc2)c1
(26) CC(=O)N1c2c(cc(Br)cc2S(=O)(=O)NCc2ccccc2)CC1C (stereo not drawn)
(27) CCCOc1ccc(N2CC(C(=O)Nc3ccccc3C(=O)NCc3ccco3)CC2=O)cc1 (stereo not drawn)
(28) C[C@H](O)CC1=C[C@H](O)[C@@H](C)OC1=O
(29) COC(=O)c1cc2ccsc2n1CC(=O)N(C)C1CCCCC1
(30) CCc1c(C)nc(SCC(=O)N2CCCCC2C)[nH]c1=O (stereo not drawn)
(31) O=C(CN(C1CCCCC1)S(=O)(=O)c1ccccc1)NCc1ccco1
(32) COc1ccc(C(CNC(=O)c2ccc(C)c(S(=O)(=O)N3CCCCC3)c2)N2CCCC2)cc1 (stereo not drawn)

assay / entry,25,26,27,28,29,30,31,32
IL-2 act,-1.3,0.5,-4.6,-0.2,2.6,-1.2,-2.4,-0.6
EPAC1 ag,8%,-4%,16%,-6%,3%,11%,14%,6%
Abeta yeast res,?,3%,3%,-19%,3%,0%,6%,-2%
EPAC1 antag,-27%,-5%,-3%,4%,5%,-1%,-9%,1%
WRN inhibitor,-16%,-2%,-7%,6%,-31%,2%,-19%,-1%
PI5P4K alpha inh,8,-1,.,3,0,-6,.,5
PLK1 PBD block,-6%,1%,-10%,-3%,-14%,-8%,-19%,-2%
FUS suppressor,4%,9%,38%,-12%,5%,-23%,9%,4%
aSyn rescue,?,4%,9%,-2%,-3%,-4%,2%,0%

(33) C=CCn1c(N)c(C(=O)Nc2ccccc2)c2nc3ccccc3nc21
(34) Nn1cnnc1N/N=C/c1ccc(Cl)cc1Cl
(35) CC(C)(CO)NC(=O)Nc1ccc(Cl)c(Cl)c1
(36) CCOc1c(CNc2nnnn2C)cccc1OC
(37) CCOC(=O)c1cc(C)n(-c2c(C)n(C)n(-c3ccccc3)c2=O)c1C
(38) CCCCCNS(=O)(=O)c1cc2c3c(c1)CCC(=O)N3CCC2
(39) Cn1c(Cl)c(/C=N/OC(=O)c2ccc(Cl)cc2)c2ccccc21
(40) CC(C)NC(=S)N/N=C/c1cccs1

assay / entry,33,34,35,36,37,38,39,40
IL-2 act,-0.4,-0.7,0.4,-3.3,3.0,0.5,0.3,-0.8
EPAC1 ag,8%,0%,0%,-12%,7%,-10%,3%,-16%
Abeta yeast res,1%,12%,-10%,-6%,5%,2%,6%,?
EPAC1 antag,-6%,-8%,-1%,-9%,12%,8%,-14%,-28%
WRN inhibitor,-3%,6%,3%[57.1 µM],-4%,8%,0%[57.1 µM],-1%,5%
PI5P4K alpha inh,46,1,4,0,-8,4,17,4
PLK1 PBD block,-6%,4%,-13%,-2%,-6%,-4%,-10%,-26%
FUS suppressor,?,19%,-8%,21%,22%,17%,23%,8%
aSyn rescue,17%,-5%,1%,-2%,-6%,3%,-3%,-8%

Four successive compounds out of the list so far, quoted:
(37) CCOC(=O)c1cc(C)n(-c2c(C)n(C)n(-c3ccccc3)c2=O)c1C
(38) CCCCCNS(=O)(=O)c1cc2c3c(c1)CCC(=O)N3CCC2
(39) Cn1c(Cl)c(/C=N/OC(=O)c2ccc(Cl)cc2)c2ccccc21
(40) CC(C)NC(=S)N/N=C/c1cccs1

assay / entry,37,38,39,40
IL-2 act,3.0,0.5,0.3,-0.8
EPAC1 ag,7%,-10%,3%,-16%
Abeta yeast res,5%,2%,6%,?
EPAC1 antag,12%,8%,-14%,-28%
WRN inhibitor,8%,0%[57.1 µM],-1%,5%
PI5P4K alpha inh,-8,4,17,4
PLK1 PBD block,-6%,-4%,-10%,-26%
FUS suppressor,22%,17%,23%,8%
aSyn rescue,-6%,3%,-3%,-8%

Carrying on.
(41) O=C(c1sc2cc(F)ccc2c1Cl)N1CCN(c2ccccc2)CC1
(42) COc1cc(OC)cc(C(=O)NC(=S)N2CCCCC2c2cccnc2)c1 (stereo not drawn)
(43) CCOc1ccc(C(C(=O)NC2CCCCC2)N(C(=O)c2ccccn2)c2cccnc2)cc1 (stereo not drawn)
(44) COc1ccc(CNC(=O)CSc2ccsc2[N+](=O)[O-])cc1

assay / entry,41,42,43,44
IL-2 act,-2.3,0.3,-2.3,2.6
EPAC1 ag,16%,-29%,6%,-3%
Abeta yeast res,-7%,-9%,2%,-9%
EPAC1 antag,?,1%,10%,-9%
WRN inhibitor,-15%,8%,7%,-11%
PI5P4K alpha inh,8,1,2,-50*
PLK1 PBD block,-15%,-14%,-13%,?
FUS suppressor,24%,-1%,9%,30%
aSyn rescue,0%,-5%,0%,0%
